# Screening results (PubChem)
# Myeloid diff 2 = induction of myeloid progenitor differentiation, primary screen, cell-based, flow cytometry, MLPCN library; ER-HoxA9 myeloid progenitors, lysozyme-GFP differentiation; calls only at 10 µM; hit rate 1% among 360,000; AID 624256, 2012;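 active = normalized GFP-positive differentiation at or above the plate's own cutoff, the solvent-only control mean plus 3 SD; inconclusive = no clear call, values can overlap the other calls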;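 also: cells exposed to compound for four days before flow analysis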
# Myeloid diff 2 GFP+ MAC1+ % = also measured in Myeloid diff 2; calls as there; GFP+ MAC1+ double positive, %; measured here: differentiation confirmed by MAC1 staining
# * marks the source's active call; other numbers are inactive results; i = inactive; ? = inconclusive; . = no result given; + = active, no number.
SMILES,Myeloid diff 2,Myeloid diff 2 GFP+ MAC1+ %
O=C(COC(=O)c1c(Cl)cccc1Cl)NC1CCCCCCC1,i,0.7
C[C@@H](NC(=O)c1ncn(Cc2ccccc2)c1C(=O)N[C@H](C)c1ccccc1)c1ccccc1,i,1.8
CCCCCNC(=O)c1nc(-c2c(F)cccc2F)oc1-c1ccccc1,i,1.3
CCN(CC(=O)Nc1c(F)cccc1F)C(=O)CCc1nc2cc(S(=O)(=O)N3CCOCC3)ccc2n1C,i,0.9
O=C(O)c1ccccc1NN=Cc1ccccc1,i,0.1
CCOC(=O)[C@]12Cc3c(cc(OC)c(OC)c3OC)[C@H]1N(Cc1ccccc1)C(=O)c1cc(OC)ccc12,i,0.6
Cc1cc(C(=O)OCC(=O)N(C)c2c(N)n(Cc3ccccc3)c(=O)[nH]c2=O)c(C)n1-c1ccccc1,i,0.7
COc1cccc(CNC(=O)COC(=O)c2nn(C)c(=O)c3ccccc23)c1,i,0.6
CCC/C=C1/CCCOC(C(=O)NCc2ccc(S(C)(=O)=O)cc2)(C(F)(F)F)C1 (stereo not given),i,4.6
CCN(CC)CCNc1c(C)cc(CO)c(Cl)c1C,i,0.4
CC(C)c1ccc(NC(=O)COC(=O)c2ccc(CN3CCCC3=O)cc2)cc1,i,0.5
O=C(Nc1ccccc1C(F)(F)F)NC1(C(=O)N2CCOCC2)CCCCC1,i,1.1
COc1ccc(CCNC(=S)N2CCN(S(=O)(=O)c3cccc(F)c3)CC2)cc1,i,0.7
O=c1c2ccccc2sn1-c1ccc(F)cc1,?,.
Cc1ccc(C(=O)NC2CC3CCC(C2)N3C)cc1 (stereo not given),i,0.7
O=C(C1=COCCO1)N1CCN(c2nc3ccc([N+](=O)[O-])cc3s2)CC1,i,0.7
Nc1ccn([C@@H]2O[C@H](C(=O)N3CCSC3)[C@@H](O)[C@H]2O)c(=O)n1,i,0.4
CCOc1ccc(S(=O)(=O)N=C(c2ccccc2)N2CCOCC2)cc1,i,1.2
Nc1cc(C(=O)OCC(=O)N2CCN(C(=O)COC(=O)c3ccc(Cl)c(N)c3)CC2)ccc1Cl,i,0.7
Cc1nnc(SCC(=O)Nc2cc(S(=O)(=O)N3CCOCC3)ccc2N2CCCC2)s1,i,0.9
Cc1ccccc1-c1cc2nc(NCCN3CCNC3=O)n(C)c(=O)c2s1,i,1.0
COCCNC(=O)C1CCCN(C(=O)c2sccc2C)CC1 (stereo not given),i,0.6
CCN(C(=S)Nc1cccc2ccccc12)c1ccccc1,i,0.9
CCCCCCn1nc(C(=O)N(CCCC)c2c(N)n(CCC)c(=O)[nH]c2=O)c2ccccc2c1=O,i,1.4
c1csc(CNc2ncnc3ccc(-c4ccc5c(c4)OCCO5)cc23)c1,i,1.1
SMILES,Myeloid diff 2,Myeloid diff 2 GFP+ MAC1+ %
COc1ccccc1N(CC(=O)Nc1cc(C)on1)S(=O)(=O)c1cccc(C(F)(F)F)c1,i,0.2
COc1cccc(NC(=O)CN(C)C(=O)c2ccc(S(=O)(=O)Nc3ccccc3C)cc2)c1,i,0.3
O=C1NC[C@H](CCCCN2C[C@H](Cc3ccccc3)N(CCc3ccc(O)cc3)C(=O)C2=O)N(CCc2ccc(O)cc2)C1=O,i,2.2
Brc1ccc(-c2noc(CCc3ccccc3)n2)cc1,i,0.7
O=C(COC(=O)/C=C/c1ccccc1)Nc1nnc(-c2ccccc2)o1,i,0.6
CN(C)c1ccc(C=c2c3cc(O)ccc3n3c2cc(-c2ccccc2)[n+]3C)cc1,+,11.3*
Cc1cc(C)c(NC(=O)CN(C)C(=O)CCN2C(=O)C3CCCCC3C2=O)c(C)c1 (stereo not given),i,1.3
O=C(NCc1ccccc1)c1cc(C2CCCN(S(=O)(=O)c3ccccc3)C2)on1 (stereo not given),i,1.0
CCc1ccc2c(c1)NC(=O)C2(C)Cc1ccc(Cl)s1 (stereo not given),i,0.6
COC(=O)c1cc(C#N)c(Oc2ccccc2)nc1C,i,0.7
CC(N)c1csc(Nc2nccc(C(F)(F)F)n2)n1 (stereo not given),i,1.8
NC(COCc1ccccc1)c1csc(Nc2ncccn2)n1 (stereo not given),i,1.1
COC(=O)C1=C(C)N(CC2CC2)C(=NCc2cccc(C(F)(F)F)c2)N[C@H]1c1ccccc1,+,1.2*
Cc1ccc(S(=O)(=O)N(C)CC(=O)NNC(=O)CCC(=O)c2ccc(F)cc2)cc1,?,.
CC(=O)NCCc1ccc(C(=O)COC(=O)C2CCCCC2)cc1,i,0.5
CC(C)(C)NS(=O)(=O)c1ccc(OCC(=O)NCC2CCCO2)cc1 (stereo not given),i,0.6
COc1ccccc1Cc1c(-c2ccc(Cl)cc2)nc2c(C)cc(Br)cn12,i,0.8
CC(=O)N1CCN(CC(=O)Nc2ccccc2C(=O)Nc2ccccc2)CC1,i,0.6
CCOC(=O)N1CCN(S(=O)(=O)c2ccc(C(=O)N(CCCN(C)C)c3nc4c(F)cc(F)cc4s3)cc2)CC1,i,0.8
O=C(CCN1CCCCCC1)Nc1ccccc1F,i,1.5
Cc1ccc(N2CCN(C(=O)C(=O)c3ccc4c(c3)OCO4)CC2)cc1,i,1.1
COc1cc(CNc2ncnc3c2ncn3[C@H]2CN(Cc3ccc(Cl)cc3)C[C@@H](CO)O2)cc(OC)c1OC,i,2.8
CN(C(=O)COC(=O)c1cccnc1Cl)C1CCCCC1,i,0.9
COCCn1c(SCC(=O)Nc2cc(C)on2)nc2cc(Cl)ccc2c1=O,i,1.7
O=C1c2ccccc2/C(=C\c2ccc(Br)s2)N1c1ccccc1,i,0.2
SMILES,Myeloid diff 2,Myeloid diff 2 GFP+ MAC1+ %
Cc1cccc(C2=NN(c3ccccc3)[C@H](CO)[C@H]2c2ccccc2)c1,i,0.7
CCOC(=O)C1CCN(C(=O)c2cc(S(=O)(=O)N3CCOCC3)ccc2C)CC1,i,1.0
COc1cc(OC)cc(OC(=O)c2ccc3c(=O)n4c(nc3c2)CCC4)c1,i,0.3
Cc1cc(=O)[nH]c(SCC(=O)Nc2c(C)n(C)n(-c3ccccc3)c2=O)n1,i,0.5
COc1ccc(C(=O)COC(=O)c2ccc(Cl)nc2)c(OC)c1,i,0.9
O=C(NCc1ccccn1)[C@@H]1CCCN1C(=O)[C@@H]1CCCN1C(=O)c1cccc(Cl)c1,i,3.0
O=C(O)/C(=C\c1c(C(=O)O)[nH]c2cc(Cl)cc(Cl)c12)c1ccccc1,i,1.7
COc1ccc(C(O)c2nc(-c3cccc(C(F)(F)F)c3)cs2)cc1 (stereo not given),i,0.4
CCN(CC(=O)Nc1c(F)cccc1F)C(=O)C1Cc2ccccc2CN1S(=O)(=O)CC (stereo not given),i,1.2
CC(=O)NCCNC(=O)C1Cc2c(-c3ccc4c(c3)OCO4)ccnc2O1 (stereo not given),i,0.5
COc1ccc(NS(=O)(=O)c2ccc(C)c(C(=O)N(C)Cc3ccc(C)cc3)c2)cc1,i,1.3
COc1cc(S(=O)(=O)N(C)Cc2ccc3c(c2)OCCO3)ccc1NC(C)=O,i,1.1
COc1ccccc1OCCNC(=O)c1ccc(C)c(S(=O)(=O)N2CCOCC2)c1,i,0.6
O=C(COC(=O)c1cccc(Cl)c1)NC(=O)NCc1ccccc1,i,1.4

# Molecules shown so far that contain fluorine:
SMILES,Myeloid diff 2,Myeloid diff 2 GFP+ MAC1+ %
CCCCCNC(=O)c1nc(-c2c(F)cccc2F)oc1-c1ccccc1,i,1.3
CCN(CC(=O)Nc1c(F)cccc1F)C(=O)CCc1nc2cc(S(=O)(=O)N3CCOCC3)ccc2n1C,i,0.9
CCC/C=C1/CCCOC(C(=O)NCc2ccc(S(C)(=O)=O)cc2)(C(F)(F)F)C1 (stereo not given),i,4.6
O=C(Nc1ccccc1C(F)(F)F)NC1(C(=O)N2CCOCC2)CCCCC1,i,1.1
COc1ccc(CCNC(=S)N2CCN(S(=O)(=O)c3cccc(F)c3)CC2)cc1,i,0.7
O=c1c2ccccc2sn1-c1ccc(F)cc1,?,.
COc1ccccc1N(CC(=O)Nc1cc(C)on1)S(=O)(=O)c1cccc(C(F)(F)F)c1,i,0.2
CC(N)c1csc(Nc2nccc(C(F)(F)F)n2)n1 (stereo not given),i,1.8
COC(=O)C1=C(C)N(CC2CC2)C(=NCc2cccc(C(F)(F)F)c2)N[C@H]1c1ccccc1,+,1.2*
Cc1ccc(S(=O)(=O)N(C)CC(=O)NNC(=O)CCC(=O)c2ccc(F)cc2)cc1,?,.
CCOC(=O)N1CCN(S(=O)(=O)c2ccc(C(=O)N(CCCN(C)C)c3nc4c(F)cc(F)cc4s3)cc2)CC1,i,0.8
O=C(CCN1CCCCCC1)Nc1ccccc1F,i,1.5
COc1ccc(C(O)c2nc(-c3cccc(C(F)(F)F)c3)cs2)cc1 (stereo not given),i,0.4
CCN(CC(=O)Nc1c(F)cccc1F)C(=O)C1Cc2ccccc2CN1S(=O)(=O)CC (stereo not given),i,1.2

# Not all compounds are listed (hit frequency here may not be typical).
